esBAF inh = Bmi1 luciferase reporter increase in mESCs, primary screen, esBAF inhibitor project, mouse ES cells, Bmi1 luciferase knock-in, single point; AID 602393, 2012; reporter increase, % at 12.5 µM; 24 h; 100% = twice the neutral-well signal; 2% of 350,000 active; in the data active means activation above about 40%; inconclusive means no clear call, values can overlap the other calls;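 further: 0% = median of the plate's neutral control wells and 100% = double that signal; a rise in the Bmi1 reporter signal indicates esBAF inhibition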
FN deposit inh = inhibitors of fibronectin matrix deposition, primary screen, AH1F cells, Alexa488-fibronectin fluorescence, plate reader | AH1F fibroblasts, overnight | inhibition, % at 12.6 µM | 0.086% of 350,000 active;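 active means mean inhibition across replicates of 30% or more, regardless of how many single replicates reach that level; inconclusive means mean under 30% yet at least half of replicates reach 30%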;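 further: positive control wells lacked labelled fibronectin entirely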
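Material: AH1F fibroblast monolayer depositing Alexa488-labelled fibronectin into matrix / Amount: 10000 AH1F cells per well / Signal: fluorescence 485/525 nm / Medium: DMEM, 2% serum / Compound: single dose, pinned / Incubation: 1 h cell adhesion before compound, then overnight fibronectin incubation / Reagent: Alexa488-FN, 24 nM final / Read-out: inhibition of fibronectin deposition signal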
RAD54 inh = inhibitors of human RAD54 branch migration, primary screen, biochemical, fluorescence, single point; DNA repair and recombination protein RAD54-like (Homo sapiens), Q92698; RAD54 Holliday junction branch migration, FAM/BHQ fluorescence; inhibition, % at 10.4 µM; 0.14% of 360,000 active;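 active means mean normalized replicate activity at least 40 and at least half of replicates scoring 40 or more; inconclusive means only one of the two criteria met; inactive means mean below 40 and under half of replicates reaching 40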;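 further: 0% = median of neutral control wells and 100% = median of positive control wells; inhibitors cause a drop in the FAM fluorescence signal; in these data hits start at about 50%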
Active calls of the source: *; ? = inconclusive. Not all compounds are listed, so the mix of outcomes need not match the whole.

# | Molecule | esBAF inh | FN deposit inh | RAD54 inh
1 | COc1ccccc1NC(=O)C1=C(C)Nc2nc(-c3ccccc3)nn2C1c1ccccn1 (centres undefined) | -7 | 1 | -1
2 | CCSc1nnc([C@H](C)NC(=O)OC(C)(C)C)o1 | 1 | -4 | -4
3 | Cc1ccc(-n2c(C)cc3c2CCCC3=O)cc1 | -3 | 6 | 6
4 | Cn1c(N)c(C(=O)NCc2ccccc2)sc1=S | -4 | 8 | -16
5 | COc1ccc(N(CC(=O)Nc2cc(C)ccc2OC)S(=O)(=O)c2c(C)noc2C)cc1 | -3 | 11 | 3
6 | COc1ccc(CCNC(=O)C(=O)Nc2nccs2)cc1OC | -3 | -1 | -3
7 | COc1ccc(C(=O)CC(=O)O)c2c1C=CC(C)(C)O2 | -3 | -3 | -13
8 | Cc1cc(=O)oc2c3c4c(cc12)OCCN4CCC3 | -3 | -7 | 5
9 | Cc1cc(C)c(C(=O)c2ccc(C(=O)NC(C)(C)C)cc2)c(C)c1 | -7 | 4 | 4
10 | COc1ccc(CC(=O)N2CCC(Nc3nc4ccccc4n3Cc3ccc(F)cc3)CC2)cc1 | 7 | 6 | 4
11 | CCOC(=O)C(C)Sc1nc2c(cnn2-c2ccc(C)cc2)c(=O)[nH]1 (centres undefined) | -9 | 17 | -6
12 | CCN(CC)S(=O)(=O)c1cccc(S(=O)(=O)c2cccc(S(=O)(=O)N(CC)CC)c2)c1 | -2 | 10 | 1
13 | CCCS(=O)(=O)N1CCN(C(=O)c2cccc(OC)c2)CC1 | -3 | 1 | -3
14 | Cc1ccc(NC(=O)CCN2CCc3ccccc3C2)cc1 | -3 | -9 | 12
15 | CN(C)c1ccnc2sc3c(=O)n(-c4ccccc4)cnc3c12 | 0 | 4 | -19
16 | COc1ccc(OC)c(S(=O)(=O)Nc2cccc(C(C)=O)c2)c1 | -1 | -1 | -12
17 | Cc1cccc(N(CC(=O)Nc2ccc(F)cc2)S(C)(=O)=O)c1 | -5 | -5 | -8
18 | CNC(=O)c1c(C)nc(SCC(=O)NCc2ccc(OC)cc2)c(C#N)c1-c1ccco1 | 5 | -2 | -2
19 | O=S(=O)(c1ccc2c(c1)C(=NO)c1cc(S(=O)(=O)N3CCCCC3)ccc1-2)N1CCCCC1 | -88 | 2 | 7
20 | COc1ccc([N+](=O)[O-])cc1/C=N/NC(=O)/C(=C\c1cccs1)NC(=O)c1ccccc1 | -5 | -2 | -8
21 | O=C(NC(=S)NC1CCSC1=O)c1ccccc1Cl (centres undefined) | 4 | -3 | 2
22 | CC1CCN(S(=O)(=O)c2ccc3c(c2)CCN3C(=O)CCC(=O)O)CC1 | 10 | -8 | 4
23 | CN(c1ccc(C(=O)N2CCCCC2)cc1)S(C)(=O)=O | -7 | 4 | 9
24 | CC(NC(=O)Nc1ccccc1C(F)(F)F)C1CCCO1 (centres undefined) | 10 | -4 | 7
25 | COC(=O)c1ccccc1OCC(=O)N1CCN(c2ccc(OC)cc2)CC1 | 10 | 0 | 4
26 | CCOc1ccc2[nH]c(=O)c(CN(Cc3ccc(C)cc3)C(=O)N3CCCC3)cc2c1 | -4 | -17 | -12
27 | Cc1ccccc1Cn1ccc(-c2ccc(Cl)cc2)c(C#N)c1=O | 2 | 0 | -14
28 | COc1cc(C(=O)NCc2nnc(SCC(=O)N3CCCCC3)o2)cc(OC)c1OC | -10 | -1 | 1
29 | COCCCNC(=O)CCc1ccc(S(=O)(=O)Nc2ccc(C)cc2)cc1 | 1 | 7 | -2
30 | CC(NC(=O)Cc1c(F)cccc1Cl)C1CCCO1 (centres undefined) | 0 | 13 | -3
31 | C=CCSc1nnc(NC(=O)CSc2nc3ccccc3[nH]2)s1 | -3 | -2 | -4
32 | CC(C)n1c(NCc2nc3ccccc3n2C)nc2ccccc21 | 1 | -7 | -4
33 | Brc1ccc(C2=CC(c3cccs3)n3ncnc3N2)cc1 (centres undefined) | 1 | -3 | -239
34 | Cc1ccc(NC(=O)Cc2noc3ccccc23)cc1 | 81* | 1 | -4
35 | Cn1c(N2CCOCC2)nc(-c2ccccc2)c1-c1ccccc1 | 1 | 2 | -11
36 | Cc1sc(NC(=O)c2cccc([N+](=O)[O-])c2)c(C(N)=O)c1-c1ccc(C(C)(C)C)cc1 | -11 | -2 | -8
37 | CCOc1cc(C(=S)N2CCCCC2)ccc1OS(=O)(=O)c1ccc(Cl)cc1 | 0 | -24 | 5
38 | CCN1C(=O)S/C(=C/c2ccsc2)C1=O | 5 | 5 | 1
39 | CC(=O)c1ccc(Oc2ccc(C(C)=O)cc2)cc1 | 42* | -3 | -8
40 | CCOC(=O)CC(NS(=O)(=O)c1ccc(NC(C)=O)cc1)c1ccc(OCC)cc1 (centres undefined) | -4 | 1 | -13
41 | Cn1c(SCC(=O)N2CCOCC2)nc2sc3c(c2c1=O)CCCC3 | -6 | -4 | -2
42 | COc1cccc(N2C(=O)CC(N3CCC(c4nc5ccccc5[nH]4)CC3)C2=O)c1 (centres undefined) | -3 | -4 | -1
43 | CCCC(=O)Nc1ccc(Cl)c(NC(=O)c2ccc(Br)o2)c1 | -1 | 2 | 6
44 | Cc1cccc(-c2nnc3sc(-c4ccccc4)nn23)c1 | 42* | -2 | -2
45 | CCCCN(C)CCNC(=O)c1c[nH]c2ccc(S(=O)(=O)N(CC)CC)cc2c1=O | -11 | -8 | -3
46 | COc1ccc(CCN(C)C(=O)CSc2nccn2C)cc1OC | -5 | -4 | 22
47 | CCCOc1cccc(CN2CCCCC2c2cccnc2)c1 (centres undefined) | -4 | -18 | -15
48 | COc1ccc(-c2noc(CCCC(=O)O)n2)cc1 | -78 | -7 | -12
49 | CC(=O)Nc1sc2c(c1CN1CCN(C)CC1)CCCC2 | -5 | 5 | 5
50 | COC(=O)c1cc(Cl)c(NC(=O)/C=C/c2ccc(Cl)cc2)cc1OC | 5 | -10 | -8
51 | Cc1ccc2cc(CN(Cc3cccs3)Cc3nnnn3CC3CCCO3)c(=O)[nH]c2c1C (centres undefined) | 2 | 4 | 5
52 | COc1ccc(Nc2nccc(OC)c2C#N)cc1 | 3 | 2 | -2
53 | O=C(CSCC(=O)OCC(=O)c1ccc(Br)cc1)Nc1ccc(Br)cc1 | -5 | -4 | -6
54 | NC(=O)CC(c1ccccc1)c1ccco1 (centres undefined) | -5 | 0 | -3
55 | N#Cc1ccc(N2CCN(c3ccc(F)cc3)CC2)cc1 | 18 | -1 | 6
56 | CC1Cc2nc(SCC(=O)Nc3ccc(F)cc3F)n(C)c(=O)c2S1 (centres undefined) | -9 | -8 | 6
57 | Cc1ccc(Nc2nc(N)nc(CSc3nc(C)cc(C)n3)n2)cc1 | 2 | 7 | -1
58 | CC(=O)c1cnc2c(-c3ccccc3)cnn2c1C | ? | 4 | 1
59 | COC(=O)c1ccc(-c2n[nH]c(=O)c3ccccc23)cc1 | -1 | 8 | 0
60 | O=C(Nc1nnc(Cc2ccc(Cl)cc2)s1)c1cccs1 | 29 | 1 | -3

(continued)
# | Molecule | esBAF inh | FN deposit inh | RAD54 inh
61 | O=C(CN(c1ccc2c(c1)OCCO2)S(=O)(=O)c1ccccc1)NCC1CCCO1 (centres undefined) | 6 | 0 | -1
62 | O=C(Cn1nc(-c2cccc(Cl)c2)ccc1=O)Nc1cccnc1 | 8 | -4 | 1
63 | Nc1cccc(-c2nc3ccccc3[nH]2)c1 | 62* | -23 | 1
64 | Cc1ccc(NC(=O)CCC(=O)OCC(=O)c2ccc(-c3ccccc3)cc2)cc1 | 0 | -13 | -1
65 | COc1ccc(C(C)NC(=O)c2ccccc2)cc1 (centres undefined) | -4 | 12 | 0

Screens (PubChem)
